# From PubChem BioAssay
# Growth percent in the NCI-60 one-dose screen (48 h, 10 µM unless noted): 100 = growth as untreated, 0 = no growth, -100 = all killed.
# NCI-H23 – NCI-H23 lung cancer; 4% of 80,000 active; AID 1794731
# U251 – U251 CNS tumor cells | 5.4% of 80,000 active
# SF-295 – SF-295 CNS cancer cells. AID 1794758. 5.6% of 79,000 active
# SNB-19 – SNB-19 CNS cancer cells; 2.5% of 81,000 active; AID 1794751
# SNB-75 – SNB-75 CNS cancer; AID 1794750; 5% of 79,000 active
# SF-268 – SF-268 CNS cancer cells; 3.1% of 82,000 active; AID 1794759
# CAKI-1 – CAKI-1 renal cancer; AID 1794772; 4.7% of 75,000 active
# A498 – A498 renal cancer cells; 5.4% of 76,000 active; AID 1794774
# SF-539 – SF-539 CNS cancer; AID 1794752; 6.8% of 81,000 active
# * marks the source's active call; other numbers are inactive results; . = no result given. How the source made its calls: active means growth percent below 10; inactive means the rest.
1) Oc1ccccc1/C=C1/CCc2cc3ccccc3[o+]c21
2) N#Cc1ccccc1NC(=O)c1cc2cc(Nc3nc(-c4ccccc4)nc4ccccc34)ccc2oc1=O
3) CCOC(=O)c1c2ccncc2n2c(=O)n(-c3cccc(C)c3)nnc12
4) CC(C(=O)N1CCN(C(=O)Nc2ccccn2)CC1)c1ccc(Nc2ccnc(C(F)(F)F)c2)cc1 (stereo not given)
5) COC(=O)[C@H]1O[C@@H](n2cnc3c(=O)[nH]c(N)nc32)[C@H](O)[C@@H]1O
6) CCOC(=O)c1cnc2ccc(Br)cc2c1Nc1cccc(S(N)(=O)=O)c1
7) Cc1ccc2cc(-c3nc4ccccc4o3)c(Cl)nc2c1Cl
8) COc1ccccc1NC(=O)c1cccc(-c2cc(=O)c3c(O)c(OC)c(OC)cc3o2)c1

assay / entry	1	2	3	4	5	6	7	8
NCI-H23	81	93	93	92	104	93	86	86
U251	92	111	113	97	102	92	109	100
SF-295	94	107	103	97	99	96	103	89
SNB-19	97	102	.	.	105	88	97	94
SNB-75	106	99	86	99	94	81	85	87
SF-268	92	104	110	111	103	88	94	87
CAKI-1	86	.	91	88	99	74	101	93
A498	89	110	104	69	101	67	72	.
SF-539	113	109	89	103	97	99	98	94

9) Cc1ccc(/C=N/c2n[nH]c(Nc3ccccc3)n2)cc1
10) Cc1ccc(-c2nc(NS(=O)(=O)c3ccc(C)cc3)nc(Oc3ccccc3)c2C#N)cc1
11) CC(C)(C)NCC(O)COc1cccc2c1CCCC2=O (stereo not given)
12) NS(=O)(=O)c1ccc(N/C=C/C(=O)c2cc3ccccc3oc2=O)cc1
13) O=C1CNN=C(CCC(=O)c2nc3ccccc3[nH]2)N1
14) CSc1nc(N)c(C(=O)N(c2ccccc2)c2ccccc2)s1
15) CCCC(CCC)NCC(C)O (stereo not given)
16) CC(=O)c1ccc(NS(=O)(=O)c2ccc(N)cc2)cc1

assay / entry	9	10	11	12	13	14	15	16
NCI-H23	100	118	108	88	95	95	93	105
U251	105	100	101	97	100	95	103	96
SF-295	102	76	100	103	114	.	102	94
SNB-19	98	104	107	103	109	93	96	104
SNB-75	114	98	102	76	95	73	99	89
SF-268	108	95	112	96	99	98	98	102
CAKI-1	98	103	97	80	94	91	94	100
A498	117	110	127	111	145	86	.	85
SF-539	92	104	101	93	104	97	104	101

17) Cc1ccccc1N1CCN(C2=C(Cl)C(=O)c3ncccc3C2=O)CC1
18) O=C1Nc2ccc(Cl)cc2/C1=C/c1ccc(OCc2ccccn2)cc1
19) C[C@]12CCC(=O)C=C1CC[C@@H]1[C@@H]2[C@@H](O)C[C@@]2(C)[C@H]1CC[C@]2(O)C(=O)COC(=O)C(c1ccccc1)c1ccccc1
20) Cc1cc(C)c(C#N)c(NN)n1
21) O=C(CCl)N(C1CCCCC1)C1CCCCC1
22) C=C(C)[C@@H]1CC[C@]2(C(=O)Nc3ccc(S(=O)(=O)c4ccc(NCCCN)cc4)cc3)CC[C@]3(C)[C@H](CC[C@@H]4[C@@]5(C)CC[C@H](O)C(C)(C)[C@@H]5CC[C@]43C)[C@@H]12
23) CC(=O)CC(=O)Nc1nc(C)cs1
24) CCN1CCOC1C(C)C (stereo not given)

assay / entry	17	18	19	20	21	22	23	24
NCI-H23	38	62	70	108	88	103	97	102
U251	71	24	67	97	104	110	105	102
SF-295	87	84	96	91	98	110	111	105
SNB-19	75	51	78	93	109	98	94	113
SNB-75	83	113	83	93	96	93	106	100
SF-268	80	79	67	113	103	102	98	102
CAKI-1	25	62	68	88	99	85	97	98
A498	111	45	84	124	92	98	102	99
SF-539	79	74	89	96	105	102	93	95

25) CSc1nc(/N=C/c2ccccc2)c2c(-c3ccccc3)c(-c3ccccc3)oc2n1
26) CCOC(=O)C1CC(C(=O)OCC)C(C(=O)OCC)CC1C(=O)OCC (stereo not given)
27) COc1ccc(/C=C2\CCCC3C2=Nc2ccccc2NC3c2ccc(OC)cc2)cc1 (stereo not given)
28) COc1cc(-c2nc3ccccc3[nH]2)cc(CN2CCCCC2)c1O
29) COc1ccc(C2C=Nn3c(nnc3-c3ccc(N)cc3)S2)cc1 (stereo not given)
30) Nc1nc2ccccc2c2c1S(=O)(=O)c1ccc(Cl)cc1C2=O
31) N#Cc1cncc(-c2ccc3ncnc(Nc4cccc(Cl)c4)c3c2)c1
32) Cc1cc(=O)oc2cc(OCCOc3ccc(/C=C/C(=O)Nc4cccc([N+](=O)[O-])c4)cc3)ccc12

assay / entry	25	26	27	28	29	30	31	32
NCI-H23	95	102	79	85	95	38	62	.
U251	98	94	81	98	92	12	62	105
SF-295	109	95	90	103	99	32	76	106
SNB-19	100	103	92	104	98	49	63	97
SNB-75	96	101	101	89	87	25	65	108
SF-268	105	103	102	116	103	24	68	101
CAKI-1	97	107	78	96	93	19	66	98
A498	104	103	77	72	93	57	33	109
SF-539	98	107	135	101	93	11	78	100

33) CC(=O)Nc1c(C)n(C)n(-c2ccccc2)c1=O
34) O=C1/C(=C\c2cccc(OCCOc3ccc(Cl)cc3)c2)N=C2SCCCN12
35) C=CCc1c(N(C)c2ccc(C)cc2)ncnc1-n1cnc2ccccc21
36) COc1ccccc1-n1cc(C#N)c(N)c1C(=O)c1ccc(C#N)cc1
37) Cc1nc(Nc2ccccn2)sc1C1=NNC(c2ccccc2F)C1 (stereo not given)
38) Cc1nn(-c2ccccc2)c2c1N=c1s/c(=C\c3cn(-c4ccccc4)nc3-c3ccc(Cl)cc3)c(=O)n1C(C)N2 (stereo not given)
39) O=C1C=CC2(NN=C(c3ccccc3)N2c2ccc(Cl)cc2)c2cccc(O)c21 (stereo not given)
40) O=C1C(=O)c2ccccc2C(O)=C1Br

assay / entry	33	34	35	36	37	38	39	40
NCI-H23	96	63	95	104	68	79	14	90
U251	104	76	92	110	51	85	18	102
SF-295	105	61	94	98	40	116	28	99
SNB-19	104	75	97	100	56	99	35	91
SNB-75	108	88	80	97	62	86	33	73
SF-268	114	79	102	100	78	91	57	97
CAKI-1	104	69	85	98	62	84	84	80
A498	117	79	82	93	101	123	91	133
SF-539	97	93	107	101	32	86	27	97

41) CCCCN(CCCC)c1ccc(/C=C/c2ccnc3ccccc23)cc1
42) C#CCOc1ccccc1C(OC(=O)c1ccc(OC)cc1)C(=O)NC(C)(C)C(C)(C)C (stereo not given)
43) COc1ccc(-c2nn3c(CCC(=O)c4nc5ccccc5[nH]4)nnc3s2)cc1
44) COc1cccc(C(=O)O)c1OS(=O)(=O)c1ccc(C)cc1
45) C=C(C)[C@@H]1CC[C@]2(COC3CCCCO3)CC[C@]3(C)[C@H](CC[C@@H]4[C@@]5(C)C=C(C=O)C(=O)C(C)(C)[C@@H]5CC[C@]43C)[C@@H]12 (stereo not given in full)
46) O=C(/C=C/c1cccc(B(O)O)c1)c1cccc(B(O)O)c1
47) FC(F)CC(OCc1ccccn1)c1ccc2ccccc2c1 (stereo not given)
48) CC(Nc1c(C#N)cnc2ccc(-c3cnc(N)nc3)cc12)c1ccccc1 (stereo not given)

assay / entry	41	42	43	44	45	46	47	48
NCI-H23	70	84	91	98	-59*	-0.4*	100	13
U251	113	91	102	95	-74*	.	103	21
SF-295	110	77	106	140	-96*	-15*	104	-17*
SNB-19	116	92	104	102	-71*	44	99	20
SNB-75	105	84	91	84	-16*	45	90	19
SF-268	108	93	110	103	-67*	-29*	100	13
CAKI-1	143	68	88	112	-41*	-8.7*	90	1.7*
A498	92	114	119	88	-95*	65	103	-39*
SF-539	117	93	106	98	-74*	-31*	101	2.6*

49) COc1ccc(-c2cc(-c3nnc(SCC(=O)Nc4ccc(C(=O)/C=C/c5ccc(Cl)cc5)cc4)n3-c3ccccc3)c3ccccc3n2)cc1
50) Cc1nnc(NS(=O)(=O)c2ccc(N3C(N)=NC(N)=NC34CCCC4)cc2)s1
51) Cc1ccc(Nc2nnc(SCC#N)s2)cc1
52) O=c1c2cc(F)ccc2sc2c(NCc3cccnc3)nc3ccccc3c12
53) Cc1ccc(NC(=O)Cn2cnc3c2c(=O)n(C)c(=O)n3C)cc1
54) O=S(=O)(Nc1ccc(Cl)nn1)c1ccc(NC(=S)/N=C2\Cc3n[nH]c(=S)n3N2)cc1
55) COC1CCC(CNC(=O)NC2NC3CCCCC3N2)CC1OC (stereo not given)
56) COc1cc2c(cc1OC)C(CNC(=O)/C=C/c1ccccc1)C2 (stereo not given)

assay / entry	49	50	51	52	53	54	55	56
NCI-H23	96	102	107	94	93	109	94	103
U251	101	101	100	81	100	104	100	116
SF-295	105	104	58	94	107	103	98	96
SNB-19	95	93	103	85	94	105	108	104
SNB-75	89	87	.	71	96	100	84	103
SF-268	94	104	.	81	96	104	102	110
CAKI-1	90	95	84	70	87	96	87	104
A498	110	94	90	42	88	98	95	119
SF-539	94	98	101	82	97	101	99	121

# Part of the list above, set out differently.
# Every second line gives: NCI-H23 | U251 | SF-295 | SNB-19 | SNB-75 | SF-268 | CAKI-1 | A498 | SF-539
42	C#CCOc1ccccc1C(OC(=O)c1ccc(OC)cc1)C(=O)NC(C)(C)C(C)(C)C (stereo not given)
    84 | 91 | 77 | 92 | 84 | 93 | 68 | 114 | 93
43	COc1ccc(-c2nn3c(CCC(=O)c4nc5ccccc5[nH]4)nnc3s2)cc1
    91 | 102 | 106 | 104 | 91 | 110 | 88 | 119 | 106
44	COc1cccc(C(=O)O)c1OS(=O)(=O)c1ccc(C)cc1
    98 | 95 | 140 | 102 | 84 | 103 | 112 | 88 | 98
45	C=C(C)[C@@H]1CC[C@]2(COC3CCCCO3)CC[C@]3(C)[C@H](CC[C@@H]4[C@@]5(C)C=C(C=O)C(=O)C(C)(C)[C@@H]5CC[C@]43C)[C@@H]12 (stereo not given in full)
    -59* | -74* | -96* | -71* | -16* | -67* | -41* | -95* | -74*
46	O=C(/C=C/c1cccc(B(O)O)c1)c1cccc(B(O)O)c1
    -0.4* | . | -15* | 44 | 45 | -29* | -8.7* | 65 | -31*
47	FC(F)CC(OCc1ccccn1)c1ccc2ccccc2c1 (stereo not given)
    100 | 103 | 104 | 99 | 90 | 100 | 90 | 103 | 101
48	CC(Nc1c(C#N)cnc2ccc(-c3cnc(N)nc3)cc12)c1ccccc1 (stereo not given)
    13 | 21 | -17* | 20 | 19 | 13 | 1.7* | -39* | 2.6*
49	COc1ccc(-c2cc(-c3nnc(SCC(=O)Nc4ccc(C(=O)/C=C/c5ccc(Cl)cc5)cc4)n3-c3ccccc3)c3ccccc3n2)cc1
    96 | 101 | 105 | 95 | 89 | 94 | 90 | 110 | 94
50	Cc1nnc(NS(=O)(=O)c2ccc(N3C(N)=NC(N)=NC34CCCC4)cc2)s1
    102 | 101 | 104 | 93 | 87 | 104 | 95 | 94 | 98
51	Cc1ccc(Nc2nnc(SCC#N)s2)cc1
    107 | 100 | 58 | 103 | . | . | 84 | 90 | 101
52	O=c1c2cc(F)ccc2sc2c(NCc3cccnc3)nc3ccccc3c12
    94 | 81 | 94 | 85 | 71 | 81 | 70 | 42 | 82
53	Cc1ccc(NC(=O)Cn2cnc3c2c(=O)n(C)c(=O)n3C)cc1
    93 | 100 | 107 | 94 | 96 | 96 | 87 | 88 | 97
54	O=S(=O)(Nc1ccc(Cl)nn1)c1ccc(NC(=S)/N=C2\Cc3n[nH]c(=S)n3N2)cc1
    109 | 104 | 103 | 105 | 100 | 104 | 96 | 98 | 101
55	COC1CCC(CNC(=O)NC2NC3CCCCC3N2)CC1OC (stereo not given)
    94 | 100 | 98 | 108 | 84 | 102 | 87 | 95 | 99

# (more compounds)
57) CCN1C2CCC1/C(=C\c1ccccc1)C1=C2[C@@H](c2ccccc2)C(C#N)=C(N)O1 (stereo not given in full)
58) CC(CCC(=O)O)(c1ccc(OC(=O)Nc2ccc(-c3ccccc3)cc2)cc1)c1ccc(OC(=O)Nc2ccc(-c3ccccc3)cc2)cc1
59) COc1ccc(-c2nn(-c3ccc(Cl)cc3)cc2C2Nc3ccccc3S2)cc1 (stereo not given)
60) COc1ccc2c(c1)C(Sc1ccc(F)cc1)c1c(nc(N)c(C#N)c1N)O2 (stereo not given)
61) CC(C)CCOC(=O)C[C@H](NP(=O)(OC[C@H]1O[C@@H](n2c(=O)cc(N)[nH]c2=O)[C@H](O)[C@@H]1O)Oc1ccccc1)C(=O)OCCC(C)C (stereo not given in full)
62) NCCOCC(N)C(=O)O (stereo not given)
63) Cc1ccc2nc(-c3c(-c4ccccc4)nc4sccn34)[nH]c2c1
64) O=S(=O)(Nc1cccnc1Oc1ccccc1)c1cc(Cl)ccc1Cl
65) C/C1=C\CCC2(C)OC2CC2CCC(C)(O)C(CC1)C2(C)C (stereo not given)
66) CC(C)CCSc1nc(N)nc2nc[nH]c12
67) CCC/C=C(\C)C(C)(C#N)C(=O)OCC (stereo not given)

assay / entry	57	58	59	60	61	62	63	64	65	66	67
NCI-H23	83	94	92	91	96	98	92	94	99	104	116
U251	.	96	94	82	100	103	94	102	91	100	102
SF-295	100	103	105	93	102	111	88	97	56	132	112
SNB-19	99	106	91	80	99	110	93	113	88	93	102
SNB-75	99	90	91	66	71	52	68	96	108	101	88
SF-268	95	93	105	85	100	112	101	100	103	108	118
CAKI-1	84	72	85	85	90	117	87	102	88	108	92
A498	111	94	109	101	96	93	78	100	106	116	99
SF-539	96	95	129	90	98	111	103	105	88	87	102
